Source: PubChem (several laboratories)
NadD block – blocks S. aureus nicotinate mononucleotide adenylyltransferase | purified NadD enzyme, colorimetric absorbance read-out | inhibition, % at 20 µM | hit rate 0.78% among 360,000 | AID 602399; in the data active = inhibition above about 26%; note: some compounds past the cut are filed as inactive
CendR NRP1 mod – alters CendR peptide binding to human NRP-1; FAM-RPARPAR peptide binding to NRP-1, fluorescence polarization; inhibition, % at 25 µM; hit rate 0.85% among 360,000; AID 602438;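 active = inhibition or corrected inhibition above about 18%, plus a signal ratio from 0.5 to 1.5, limit read from the data, passing the limit was not always enough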; note: strong numbers were not always called active
STEP block – blocks human striatal-enriched tyrosine phosphatase; P54829; inhibition, % at 20 µM; hit rate 0.25% among 360,000; recombinant STEP, OMFP fluorogenic substrate, fluorescence;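 active = inhibition at 20 µM, scaled per plate between control wells, above about 37%, limit read from the data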;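 note: 0% = DMSO with enzyme and substrate and 100% = substrate only without enzyme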
Target sequence (P54829 whole entry, looked up): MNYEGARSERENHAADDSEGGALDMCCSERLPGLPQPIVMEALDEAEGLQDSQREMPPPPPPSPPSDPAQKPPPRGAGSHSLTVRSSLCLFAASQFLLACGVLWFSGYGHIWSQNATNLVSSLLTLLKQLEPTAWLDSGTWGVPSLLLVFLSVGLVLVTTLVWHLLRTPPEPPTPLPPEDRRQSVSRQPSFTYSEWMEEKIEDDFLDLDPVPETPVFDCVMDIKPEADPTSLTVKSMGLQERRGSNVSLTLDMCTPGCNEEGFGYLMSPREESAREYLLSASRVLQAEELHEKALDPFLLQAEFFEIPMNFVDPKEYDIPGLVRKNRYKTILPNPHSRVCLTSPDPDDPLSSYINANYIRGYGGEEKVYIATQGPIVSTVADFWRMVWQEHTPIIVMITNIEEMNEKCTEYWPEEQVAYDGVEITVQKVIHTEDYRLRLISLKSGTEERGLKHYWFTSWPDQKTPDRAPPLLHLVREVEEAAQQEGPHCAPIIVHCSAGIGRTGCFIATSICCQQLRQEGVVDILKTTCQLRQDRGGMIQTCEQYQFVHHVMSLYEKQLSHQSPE
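Material: STEP (striatal-enriched tyrosine phosphatase) enzyme, cell-free; Compound dosing: 20 µM single dose in 1% DMSO; Technique: fluorescence read at 480 nm ex / 540 nm em; Times: reaction 20 min, ambient temperature; Medium: 50 mM Bis-Tris pH 6.0 with 2.5 mM DTT and 0.005% Tween 20; Also added: OMFP at 25 µM.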
DNMT1 block – DNMT1 (human) enzyme inhibition. P26358. DNMT1 molecular beacon, Hinp1I cleavage, fluorescence. inhibition (reported as % activation of signal), % at 10 µM. hit rate 0.83% among 360,000; in the data active = inhibition above about 50%
Scp-1 inhibitor – blocks human Scp-1 phosphatase activity | AID 493091 | hit rate 0.88% among 340,000 | Recombinant Scp1, phosphopeptide, malachite green phosphate absorbance | inhibition, % at 20 µM;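 active = inhibition above about 50% at 20 µM, limit read from the data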;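 note: plate controls were DMSO wells with enzyme for no effect and wells lacking enzyme for full effect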
Target sequence (Q9GZU7 76-261 limits assumed): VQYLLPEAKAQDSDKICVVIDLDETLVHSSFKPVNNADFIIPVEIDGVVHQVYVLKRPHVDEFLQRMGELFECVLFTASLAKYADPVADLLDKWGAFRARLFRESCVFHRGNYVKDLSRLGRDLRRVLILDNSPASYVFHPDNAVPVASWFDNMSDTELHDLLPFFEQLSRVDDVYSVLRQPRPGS
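Assay system: SCP-1 catalytic fragment, aa 76-261 | Buffer or medium: Tris acetate buffer pH 5.5 with MgCl2 and Tween-20 | Compound: One concentration, 20 µM, with 1.0% DMSO | Also added: Phospho 17-mer peptide substrate | Signal: Absorbance at 630 nm | Incubation: 45 min enzyme reaction at room temperature | Measure: % inhibition of SCP-1 phosphate liberation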
SUMO1 PPI mod – SUMO1-SIM interaction modulation | SUMO1 binding to a labelled peptide, TR-FRET, 1 h | inhibition, % at 20 µM | hit rate 0.33% among 360,000; in the data active = inhibition above about 37%
Target sequence (P63165 whole entry, looked up): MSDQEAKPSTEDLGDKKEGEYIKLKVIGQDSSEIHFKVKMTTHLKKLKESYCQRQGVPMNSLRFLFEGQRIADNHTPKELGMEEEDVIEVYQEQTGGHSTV
Neddylation inh – inhibitors of human cullin neddylation; P61081+Q13564; hit rate 0.58% among 360,000; AID 651699; TR-FRET cullin neddylation, biochemical; calls only at 25 µM; in the data active = inhibition above about 36%
LMPTP inh – LMPTP (human) inhibition; P24666; recombinant LMPTP-A, OMFP fluorogenic substrate, fluorescence intensity; inhibition, % at 20 µM; hit rate 0.22% among 360,000; AID 651560;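 active = compounds that cut the enzyme signal by at least half of the control window in the single-dose screen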;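 note: plate controls were DMSO wells with enzyme plus substrate for no effect and substrate without enzyme for full effect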
Target sequence (P24666 whole entry, looked up): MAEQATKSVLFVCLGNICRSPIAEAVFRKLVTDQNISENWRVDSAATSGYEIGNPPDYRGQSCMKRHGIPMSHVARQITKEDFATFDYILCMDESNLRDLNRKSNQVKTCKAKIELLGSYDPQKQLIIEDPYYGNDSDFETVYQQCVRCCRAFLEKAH
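Test system: LMPTP-A, protein tyrosine phosphatase of low molecular weight; Input: 0.625 nM enzyme; Incubation: 50 min dark incubation at room temperature; Signal: endpoint fluorescence intensity from OMFP dephosphorylation; Read-out basis: % inhibition versus control wells.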
SKN-1 inh – blocks SKN-1 activity in C. elegans; hit rate 0.49% among 360,000; C. elegans VP596 Pgst-4::GFP/RFP ratio, acrylamide-induced, 24 h; AID 624304; inhibition, % at 21.8 µM;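 active = interference check ratio from 0.5 to 1.5 plus GFP to RFP signal ratio inhibition reaching or exceeding a fixed threshold, cut at about 30% in these data, passing the limit was not always enough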; note: some compounds called inactive have numbers as strong as hits
Tb MetRS inh – blocks T. brucei methionyl-tRNA synthetase activity. inhibition, % at 11.9 µM. hit rate 0.4% among 360,000. purified T. brucei MetRS, ATP depletion, Kinase-Glo luminescence;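 active = inhibition above a per-plate cutoff of the control wells' mean inhibition plus 3 SD, cut at about 5.5% in these data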;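 note: 0% = DMSO wells median and 100% = median of wells with control inhibitor compound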
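technique = Kinase-Glo luminescence, ATP depletion format | system = purified MetRS (methionyl-tRNA synthetase) enzyme from Trypanosoma brucei | timing = 15 min preincubation, 2 h reaction, all 25 °C | evaluation = percent inhibition versus plate control medians | dosing = single dose, 11.9 µM final nominal, 0.9% final DMSO | also added = substrates ATP, L-methionine and bulk Escherichia coli tRNA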
Active calls of the source: *; i = inactive; . = no result given; + = active, no number.

nr	NadD block	CendR NRP1 mod	STEP block	DNMT1 block	Scp-1 inhibitor	SUMO1 PPI mod	Neddylation inh	LMPTP inh	SKN-1 inh	Tb MetRS inh	compound
1	-4	-3	0	-3	-1	-25	i	0.0	-1	0.2	COc1cccc(NC(=O)CN(C)CC(=O)Nc2ccc(Cl)cc2[N+](=O)[O-])c1
2	-4	7	2	-1	-4	1	i	-0.5	1	-0.6	Cc1ccc(C(=O)Nc2ccccc2Sc2ccccc2)cc1
3	-2	9	-4	-7	-10	-19	i	0.0	18	0.2	N/C(Cc1ccc([N+](=O)[O-])cc1)=N\OC(=O)c1ccc(Br)cc1
4	-5	-1	4	3	-2	4	i	-0.6	18	0.0	Cc1nc2c(Br)c(C)nn2c2c1CCC2
5	2	-12	-6	-5	-5	-2	i	1.1	30	4.7	O=C(CN1CCN(c2ccccc2F)CC1)c1c[nH]c2ccccc12
6	3	15	2	3	-7	6	i	0.2	16	-0.2	CC(C)c1ccc(NC2CCCN(C(=O)CCc3cn[nH]c3)C2)cc1 (centres undefined)
7	0	-10	1	4	-10	0	i	-0.8	5	-0.2	CS(=O)(=O)c1ccccc1C(=O)Nc1nc2ccccc2[nH]1
8	1	3	1	8	-12	10	i	-0.5	9	0.1	CCOc1ccc(/C(O)=C2\C(=O)C(=O)N(c3cc(C)on3)C2c2ccccc2OC)cc1 (centres undefined)
9	1	16	8	-1	-9	1	i	-0.4	5	0.7	COc1ccccc1C(=O)COC(=O)c1ccccc1O
10	-7	2	0	-3	.	1	i	-0.5	12	-0.3	COC(=O)C1(C)CCCC2(C)c3cc(OC)ccc3C(=O)C(Br)C12 (centres undefined)
11	-7	-5	0	-3	-12	-2	i	-6.8	17	-0.8	CC(C)n1nnnc1C(c1ccc(F)cc1)N1CCN(C2CCCC2)CC1 (centres undefined)
12	5	0	-1	25	-14	1	i	-2.0	4	-0.9	Cc1ccc2[nH]c(C(=O)N/N=C/c3ccc([N+](=O)[O-])cc3)c(C)c2c1
13	0	-5	-1	3	.	6	i	-2.2	-7	0.4	C[C@@H]1CN([C@H](C)CO)C(=O)CCCn2nncc2CO[C@H]1CN(C)S(=O)(=O)c1ccc(-n2cccn2)cc1
14	5	17	2	-7	2	-15	i	0.0	7	-0.1	CN(C)S(=O)(=O)c1cccc(NC(=O)COC(=O)c2cc3ccccc3oc2=O)c1
15	6	8	-3	3	-2	-3	i	-0.8	5	-0.2	COc1cnn(-c2ccc(F)cc2)c(=O)c1Br
16	2	13	-4	2	-1	4	i	-0.6	0	-0.4	Cn1cc(C(=O)O)c(-c2ccc3c(c2)OCCCO3)n1
17	-1	-6	1	3	.	2	i	-1.5	13	-0.1	COc1cccc(CN(C)C(=O)C2CCCN(C(=O)c3ccc(Cl)cc3)C2)c1 (centres undefined)
18	-1	1	-2	1	-2	3	i	-0.5	16	0.0	CCCCCCCN1CCC(=O)N(CCO)CC1
19	26	4	8	-9	.	-16	i	8.2	14	0.0	COCCNc1nc(NCc2ccc(NC(C)=O)cc2)c2sc(-c3ccccc3)cc2n1
20	-3	4	-1	-14	4	12	i	1.8	4	1.2	O=C(COC(=O)CCS(=O)(=O)c1ccc(Cl)cc1)NCCc1ccc(Cl)cc1Cl
21	-5	2	-2	1	3	1	i	-1.1	-5	-0.8	CC(=O)Nc1cc(C(=O)N2CCN(C)CC2)ccc1S(=O)(=O)c1ccc(C)cc1
22	-4	4	5	-12	-11	-1	i	-1.6	-9	-0.6	O=C(Nc1ccc2c(c1)OCO2)C1CCCCN1S(=O)(=O)c1ccc(F)cc1 (centres undefined)
23	-8	-6	4	-2	-11	7	i	-1.6	9	-0.3	CCC(=O)N1c2ccc(S(=O)(=O)CCC(=O)Nc3ccc(OC)cc3OC)cc2CC1C (centres undefined)
24	-6	1	-2	2	-2	1	i	-2.9	1	-0.5	Cc1ccc(C(C)C)c(OCC(O)CN(C)Cc2ccccc2)c1 (centres undefined)
25	4	-26	12	-9	1	-1	+	1.7	6	0.1	COc1ccc(-c2csc(N3CCN(c4cc5c(cc4Cl)nc(-c4ccncc4)n5CCOCCO)CC3)n2)cc1
26	1	4	2	6	1	2	i	-0.9	2	-0.4	CO/N=C(\C(=O)O)c1csc(NN=C(C)C)n1
27	2	-12	0	24	.	7	i	-1.0	17	-0.3	Cc1ccc(OCCSc2nc3ccccc3n2CCC(=O)O)c(C(C)C)c1
28	-9	9	1	7	.	2	i	-1.5	7	-0.9	CCc1ccc2cc(F)cc(F)c2n1
29	2	1	0	3	-2	2	i	-0.8	9	-0.3	Cc1nn(CCC(=O)NCc2ccc(OC(C)C)cc2)c(=O)c2nn(-c3ccccc3)c(C)c12
30	5	3	-4	0	8	-1	i	-1.9	-13	-0.7	CN(C)C(=O)CCc1ccc2c3c([nH]c2c1)[C@]1(C)[C@@H](C(=O)N2CCCCC2)C[C@H](CC(=O)NC(C)(C)C)C(=O)N1CC3
31	-6	1	1	10	-9	1	i	-2.1	-4	-0.4	Fc1ccc(C2CCCN2Cc2nc(CC3CC3)no2)cc1 (centres undefined)
32	13	-14	-3	23	-15	1	i	2.5	20	0.1	O=C(NC(=S)Nc1nc2c(ccc3ccccc32)s1)c1cccs1
33	5	0	0	-1	-3	-1	i	-2.5	2	0.1	COc1cc(NC(=S)NCc2cccnc2)cc(OC)c1OC
34	9	0	-5	-4	-9	0	i	-0.9	11	-0.8	CCCSc1nnc(Nc2ccccc2C)s1
35	-3	14	2	0	-2	-2	i	-1.2	8	-0.3	Cc1c(C(=O)Nc2ccccc2F)cnn1-c1ccccc1
36	-1	8	0	1	-8	0	i	-0.1	-11	-0.6	O=C(C1CC(=O)N(c2ccccc2)C1)N1CCN(c2ccc(F)cc2)CC1 (centres undefined)
37	-2	6	3	-2	1	3	i	-0.4	10	-0.3	Cc1cc(C(=O)NCCC(C)C)c2ccccc2n1
38	3	6	3	28	-3	3	i	-1.6	2	0.0	Cn1cnc2ncnc(Oc3ccc(Br)cc3)c21
39	-2	-4	-2	13	-4	0	i	-0.1	-1	0.1	COC(=O)Nc1nc(Sc2ncc(C(F)(F)F)cc2Cl)n[nH]1
40	3	7	0	7	0	-1	i	-1.4	-1	-1.1	COc1ccc(/C=N/Nc2cc(N3CCOCC3)ncn2)c(OC)c1
41	0	0	0	0	-1	-12	i	-2.3	7	-0.4	COC(=O)CSc1nc2nc(-c3cccs3)cc(C(F)(F)F)c2c(=O)[nH]1
42	-2	10	-2	2	3	3	i	-1.6	0	1.5	CO/N=C(\CCC(=O)O)c1cccs1
43	0	-1	0	-2	-6	-4	i	1.1	20	-0.3	O=C(c1cc2ccccc2oc1=O)N(Cc1ccccc1)Cc1ccc2c(c1)OCO2
44	-2	2	3	22	3	1	i	0.1	5	0.0	O=C(CSc1c(Cl)cccc1Cl)NC1CCCc2ccccc21 (centres undefined)
45	5	0	0	-13	-7	3	i	2.3	6	-1.4	Nc1nnc(CC(=O)N/N=C/c2cccc(OCCOc3ccccc3)c2)s1
46	-2	6	-9	3	-4	0	i	-0.6	11	-0.5	Cc1cc(C)nc(N(C#N)CC(=O)c2ccccc2)n1
47	5	-8	2	4	-3	-3	i	-1.1	-9	-0.1	O=C(CCNc1n[nH]c(=O)[nH]c1=O)N/N=C/c1ccccc1Br
48	6	7	3	-2	-6	0	i	-1.3	3	-0.3	CC(=O)N1CCN(C(=S)NCCc2ccccc2)CC1
49	-6	-4	0	-5	.	-80	i	-4.2	-6	-0.1	CN(C)CCCNc1nc2cc(-c3cccc(Cl)c3)sc2c(=O)n1C
50	3	5	-1	-6	0	0	i	0.1	8	0.0	CC(=O)c1ccc(Nc2nc(C)cc(C)n2)cc1

The listing continues.
nr	NadD block	CendR NRP1 mod	STEP block	DNMT1 block	Scp-1 inhibitor	SUMO1 PPI mod	Neddylation inh	LMPTP inh	SKN-1 inh	Tb MetRS inh	compound
51	-2	5	-1	2	-9	-1	i	-0.9	1	1.7	Cc1cccc(C)c1NC(=O)CNCC(=O)Nc1c(C)cccc1C
52	-1	-11	0	34	1	-6	.	2.0	34	-0.1	COc1cccc2oc3ccc(C#CC4(N)CCCCC4)cc3c(=O)c12
53	6	3	2	32	8	-9	i	2.8	12	2.7	O=[N+]([O-])c1ccc(Cl)c(-c2ccc(/C=N/c3c(-c4ccco4)nc4ccccn34)o2)c1
54	-4	3	0	-3	-14	0	i	2.7	15	-0.2	CC(Oc1ccc(-c2ccccc2)c(F)c1)c1ccn(S(=O)(=O)c2cccc3ccccc23)n1 (centres undefined)
55	0	17	0	2	-4	1	i	-0.6	-2	0.0	O=C(NCC1CCCO1)c1ccccc1 (centres undefined)
56	-7	8	-4	11	13	-5	i	-0.2	2	-0.1	COCCN(C(=O)c1c(C)noc1C)c1c(N)n(CC(C)C)c(=O)[nH]c1=O
57	-4	7	-2	2	-5	-1	i	-0.5	17	-0.3	COc1ccc(CN2CCCC(CO)(Cc3ccc(F)cc3)C2)c(OC)c1OC (centres undefined)
58	1	-15	-2	3	0	-2	i	-1.3	9	-1.2	Cc1cc(C)nc(SCc2nnc(SCC(=O)Nc3ncc(C)s3)n2Cc2ccco2)n1
59	-3	-39	-2	-13	-14	9	i	0.2	-7	-0.8	N#Cc1ccsc1NC(=O)COC(=O)c1ccc(NC(N)=O)cc1
60	4	5	4	-4	-10	5	i	-2.9	26	-1.1	CN1CCN(CCC(=O)Nc2ccccc2)CC1
61	-4	6	1	-1	-7	-1	i	2.2	-1	0.3	CCOc1c(C)cnc2c1c(=O)n(Cc1ccccc1Cl)c(=O)n2C
62	-1	-3	-3	-2	-2	3	i	-0.2	2	-1.0	Cc1occc1-c1nnc(SCCCC(=O)c2ccc(F)cc2)n1C
63	3	16	-4	1	9	15	+	-0.5	-1	-1.2	COc1ccc(C(=O)OC(C)CN2CCOCC2)cc1OC (centres undefined)
64	-7	8	-2	1	-4	5	i	-0.7	6	-0.5	OC(CN1CCCCCC1)CN(c1ccccc1)c1ccccc1 (centres undefined)
65	-6	-5	1	0	.	-5	i	0.5	11	0.3	OC[C@@H]1CN(Cc2ccc(-c3ccccc3)cc2)C[C@H](n2cnc3c(N4CCOCC4)ncnc32)O1

Nothing new here: entries from further up.
nr	NadD block	CendR NRP1 mod	STEP block	DNMT1 block	Scp-1 inhibitor	SUMO1 PPI mod	Neddylation inh	LMPTP inh	SKN-1 inh	Tb MetRS inh	compound
62	-1	-3	-3	-2	-2	3	i	-0.2	2	-1.0	Cc1occc1-c1nnc(SCCCC(=O)c2ccc(F)cc2)n1C
63	3	16	-4	1	9	15	+	-0.5	-1	-1.2	COc1ccc(C(=O)OC(C)CN2CCOCC2)cc1OC (centres undefined)
64	-7	8	-2	1	-4	5	i	-0.7	6	-0.5	OC(CN1CCCCCC1)CN(c1ccccc1)c1ccccc1 (centres undefined)
65	-6	-5	1	0	.	-5	i	0.5	11	0.3	OC[C@@H]1CN(Cc2ccc(-c3ccccc3)cc2)C[C@H](n2cnc3c(N4CCOCC4)ncnc32)O1
